# Screening results from PubChem.
# HDAC3 inh = blocks human histone deacetylase 3; O15379; recombinant HDAC3, fluorogenic peptide/trypsin coupled, fluorescence; inhibition, % at 8.3 µM; 320,000 tested, 0.15% active; AID 2718; in the data active = inhibition above about 26%, passing the limit was not always enough
# KCNK3 inh = human KCNK3 channel inhibition, primary screen. 340,000 tested, 0.84% active. CHO-KCNK3 thallium flux, FluxOR fluorescence; hits give low values. B-score at 10 µM;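 active = B-score under library mean minus 4 SD, starting fluorescence ratio at most library mean plus 5 SD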;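 also: more negative B-score means stronger inhibition of thallium flux through KCNK3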
# Target sequence (O14649 whole entry, looked up): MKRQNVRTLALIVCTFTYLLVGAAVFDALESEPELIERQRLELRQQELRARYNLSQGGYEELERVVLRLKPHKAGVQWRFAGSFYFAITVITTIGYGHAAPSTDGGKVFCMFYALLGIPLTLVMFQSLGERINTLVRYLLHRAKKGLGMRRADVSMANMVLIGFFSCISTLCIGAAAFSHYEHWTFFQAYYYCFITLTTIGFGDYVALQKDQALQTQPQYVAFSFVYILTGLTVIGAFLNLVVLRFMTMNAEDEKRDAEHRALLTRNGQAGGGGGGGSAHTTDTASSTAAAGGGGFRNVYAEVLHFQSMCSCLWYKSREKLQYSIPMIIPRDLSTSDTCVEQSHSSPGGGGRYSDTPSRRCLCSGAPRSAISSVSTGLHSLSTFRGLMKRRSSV
# GSK3A inh = inhibitors of human GSK-3 alpha kinase. ADP-Glo luminescence, 60 min. inhibition, % at 10 µM. 320,000 tested, 0.1% active. P49840;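 in the data active = inhibition above about 50%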;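 also: GST-tagged GSK-3 alpha with peptide substrate and 25 µM ATP; 0% = DMSO neutral wells and 100% = GW8510 positive control wells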
# Target sequence (P49840 whole entry, looked up): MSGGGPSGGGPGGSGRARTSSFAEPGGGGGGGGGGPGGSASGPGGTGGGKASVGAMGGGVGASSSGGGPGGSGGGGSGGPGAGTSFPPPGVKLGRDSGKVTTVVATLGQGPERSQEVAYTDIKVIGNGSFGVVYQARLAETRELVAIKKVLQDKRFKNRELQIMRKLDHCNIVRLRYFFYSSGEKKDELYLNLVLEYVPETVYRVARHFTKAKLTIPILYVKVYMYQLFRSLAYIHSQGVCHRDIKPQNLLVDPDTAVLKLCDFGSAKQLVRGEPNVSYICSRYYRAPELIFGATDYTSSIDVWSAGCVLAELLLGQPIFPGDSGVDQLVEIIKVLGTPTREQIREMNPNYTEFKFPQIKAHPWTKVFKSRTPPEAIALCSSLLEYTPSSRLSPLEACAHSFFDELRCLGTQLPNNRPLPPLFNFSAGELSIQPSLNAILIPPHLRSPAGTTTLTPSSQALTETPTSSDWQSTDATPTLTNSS
# * marks the source's active call; other numbers are inactive results; i = inactive. A portion of the library; count on the stated rates, not on these rows.
# Sample of the layout (2 entries):
structure | HDAC3 inh | KCNK3 inh | GSK3A inh
Cc1ccc(S(=O)(=O)N2CCOCC2)cc1C(=O)OCC(=O)c1c(N)n(C)c(=O)n(C)c1=O | -2 | i | -2
CCCCN(C(=O)CC1CCCC1)c1c(N)n(CCC)c(=O)[nH]c1=O | 1 | i | -2

# Results, from the start:
structure | HDAC3 inh | KCNK3 inh | GSK3A inh
Cc1ccc(S(=O)(=O)N2CCOCC2)cc1C(=O)OCC(=O)c1c(N)n(C)c(=O)n(C)c1=O | -2 | i | -2
CCCCN(C(=O)CC1CCCC1)c1c(N)n(CCC)c(=O)[nH]c1=O | 1 | i | -2
O=C(NC1CCCCC1)c1cc(S(=O)(=O)N2CCCCC2)ccc1N1CCOCC1 | 3 | i | -1
CS(=O)(=O)c1ccc(Cl)c(NC(=O)C2CCCCN2S(=O)(=O)c2ccccc2)c1 (configuration not stated) | 2 | i | -6
CCN(C(=O)COC(=O)CSc1ccc(F)cc1)c1c(N)n(Cc2ccccc2)c(=O)[nH]c1=O | 6 | i | 1
CN(CCOc1ccc(Cl)cc1)C(=O)Cc1ccc(S(=O)(=O)N2CCOCC2)s1 | 4 | i | -3
CN1CCN(c2nc3ccccc3nc2NS(=O)(=O)c2ccc(Br)cc2)CC1 | 3 | i | 1
CCC(C)c1ccccc1O (configuration not stated) | -2 | i | -4
COc1ccc(CN(C)C(=O)c2ccc(Cl)c(S(=O)(=O)NCc3cccnc3)c2)cc1F | -4 | i | 0
CCOc1ccc(/C=N/NC(=O)c2ccccc2C)cc1CN1CC2CC(C1)c1cccc(=O)n1C2 (configuration not stated) | 8 | i | -2
COc1cccc(C(=O)OCC(=O)Nc2cc(C)on2)c1OC | -5 | i | -4
O=C(COC(=O)c1n[nH]c2ccccc12)Nc1ccccc1Br | -6 | i | -2
O=C1OC[C@H]2CCCN2C(=O)[C@@H](CC(=O)N(CCO)Cc2ccccc2)C/C=C\C[C@H]1Cc1ccc(F)cc1 | -3 | i | -1
Cc1cc(C)c(C)c(S(=O)(=O)Nc2cccc(S(=O)(=O)Nc3ccccc3C(=O)O)c2)c1C | 5 | i | -3
CC(C)n1nc(C(=O)NNC(=O)c2ccc(OC(F)F)cc2)c2ccccc2c1=O | -2 | i | -2
COC(=O)c1cc(Br)ccc1NC(=O)CSCc1c(C)noc1C | -8 | i | -1
COc1cc(OC)cc(C(=O)NC2CC3CCC(C2)N3C)c1 (configuration not stated) | 3 | i | -7
O=C(CSc1nnc(Nc2ccccc2F)s1)NC(=O)CN1CCCC1=O | 2 | i | 1
CCC(C)c1ccccc1NC(=O)COC(=O)C1=NN(c2ccccc2)C(=O)CC1 (configuration not stated) | 2 | i | 4
O=S(=O)(Nc1cc(S(=O)(=O)N2CCOCC2)ccc1NCC1CCCO1)c1ccccc1F (configuration not stated) | 6 | i | -7
CC1CC1C(=O)OCC(=O)Nc1cc(S(=O)(=O)N2CCCCC2)ccc1Cl (configuration not stated) | -6 | i | -1
O=C(COC(=O)c1ccc2c(c1)OCO2)Nc1cccc(F)c1 | 0 | i | 0
O=C(O)/C(=C\c1ccc(Cl)cc1)c1ccc(S(=O)(=O)N2CCCC2)s1 | 8 | i | 7
Cc1ccc(S(=O)(=O)N(C)CC(=O)NCC(c2ccco2)N(C)C)cc1 (configuration not stated) | -4 | i | -2
O=C(COC(=O)/C=C/c1ccco1)NCc1ccc(Cl)cc1 | 5 | i | 0
COc1ccc([N+](=O)[O-])cc1NC(=O)C(C)NNC(=O)c1cccc([N+](=O)[O-])c1 (configuration not stated) | 0 | i | -4
CC(=O)c1ccc(OC(C)C(=O)NC2CCCCC2C)cc1 (configuration not stated) | -6 | i | 3
Cc1nn(CC(=O)OCC(=O)NCCc2ccc(S(N)(=O)=O)cc2)c(C)c1[N+](=O)[O-] | -2 | i | 0
COc1cccc(OC)c1C(=O)OCC(=O)N1CCC(Cc2ccccc2)CC1 | 3 | i | 7
COC(=O)CCCCC(=O)OC | 3 | i | -2

# (more compounds)
structure | HDAC3 inh | KCNK3 inh | GSK3A inh
CCN(C[C@H]1N[C@@](C)(C(=O)OC)[C@H]2C(=O)N(Cc3ccccc3)C(=O)[C@@H]12)S(=O)(=O)c1ccccc1 | -1 | i | -2
Cc1ccc(C(=O)O)cc1NC(=O)CSc1nnc(-c2ccccc2F)n1C1CCCCC1 | 3 | i | -6
Cc1ccc(-c2nc(SCC(=O)c3c(N)n(C4CC4)c(=O)[nH]c3=O)n[nH]2)cc1 | 3 | i | 0
COc1ccccc1NS(=O)(=O)c1ccc(C(=O)NCCCn2ccnc2)cc1 | 2 | i | -1
O=C(COc1ccccc1Br)NCCC1=CCCCC1 | 1 | i | 0
Cc1c(NS(=O)(=O)c2cc(C(=O)NCc3cccnc3)ccc2Cl)c(=O)n(-c2ccccc2)n1C | -12 | i | -2
O=C(Nc1ccc(C(F)(F)F)cc1)C1=NN(C2CCS(=O)(=O)C2)C(=O)CC1 (configuration not stated) | -14 | i | -3
CC(=O)Nc1ccc(NC(=O)CCN2C(=O)C3CC=CCC3C2=O)cc1 (configuration not stated) | -2 | i | 1
CCN(CC)C(=O)CSc1nnc(SC(C)C(=O)NC2CC2)s1 (configuration not stated) | -4 | i | -2
CC1CN(C(=O)CSc2nnc(-c3cccs3)n2N)CC(C)O1 (configuration not stated) | 3 | i | -1
COCCn1c(N)c(N(Cc2ccccc2)C(=O)COc2ccccc2F)c(=O)[nH]c1=O | 4 | i | -1
CC(=O)Nc1ccc(CNc2ncnc3ccc(-c4c(C)noc4C)cc23)cc1 | 3 | i | 4
Cc1ccc(S(=O)(=O)N2[C@@H](c3ccc(F)cc3)C(C(=O)O)=CC[C@H]2c2cccc(C)c2)cc1 | 0 | i | -5
CCOC(=O)C1CCN(C(=O)CCNS(=O)(=O)c2ccc(C)cc2)CC1 | -1 | i | -1
O=C(CCCN=C1NS(=O)(=O)c2ccccc21)Nc1ccc(Cl)cc1 | -4 | i | 1
Cc1ccc(S(=O)(=O)N2[C@@H](c3ccc(Br)cc3)C(C(=O)O)=CC[C@H]2c2ccc(C(C)C)cc2)cc1 | 4 | i | -5
O=C(OCC(=O)N1CCCC1)c1c[nH]c2ccccc12 | -3 | i | 6
COc1ccccc1NS(=O)(=O)c1cccc(C(=O)N2CCCC2)c1 | 12 | i | 0
CC(C)C(NC(=O)c1ccc(F)cc1)C(=O)N1CCN(c2ccccn2)CC1 (configuration not stated) | 2 | i | 0
CCCn1nc(C(=O)N2CCc3ccccc32)c2ccccc2c1=O | 10 | i | -2
O=C(Nc1cccc(S(=O)(=O)N2CCCCCC2)c1)c1ccc(Cl)nc1 | -10 | i | -4
O=C(NCC1CCCO1)c1ccc(Br)c(S(=O)(=O)N2CCOCC2)c1 (configuration not stated) | 0 | i | -3
O=C(COC(=O)c1ccc(O)cc1)Nc1cccc(S(=O)(=O)NC2=NCCC2)c1 | 3 | i | -1
O=C(CNC(=O)c1ccco1)Nc1ccc(N2CCCCCC2)cc1 | 3 | i | 1
O=S(=O)(c1ccc(Br)s1)N1CCN(CCc2ccccc2)CC1 | 0 | i | -6
CCOc1ccccc1N1CCN(C(=O)c2ccc3nc(N)sc3c2)CC1 | 1 | i | -4
O=C(NC1CC1)c1cccc(NC(=O)c2cn3ccccc3n2)c1 | 8 | -12* | -2
CCCCN(Cc1nc2ccccc2c(=O)[nH]1)C(=O)COc1ccc(F)cc1Cl | 6 | i | 0
COc1ccc(NS(=O)(=O)c2cc([N+](=O)[O-])ccc2NN=Cc2ccccc2OCC(=O)O)cc1 | 12 | i | -4
Cc1cc(C)cc(OCC(=O)Nc2ccc(-n3cnnn3)cc2)c1 | 3 | i | 4

# (next part)
structure | HDAC3 inh | KCNK3 inh | GSK3A inh
Cc1cc(NC(=O)CN(C)CC(=O)Nc2ccc(Cl)c(C(F)(F)F)c2)no1 | 11 | i | 5
CC1CCN(C(=O)Cn2cc([N+](=O)[O-])ccc2=O)c2ccccc2S1 (configuration not stated) | -2 | i | -1
O=C(COc1ccccc1Br)N1CCN(C(=O)c2cccs2)CC1 | 8 | i | 0
COc1ccc(NC(=O)c2cc(-c3ccco3)nc3ccccc23)cn1 | 3 | i | 3
CC1(C)C(=O)Nc2ccccc2N1C(=O)COc1ccccc1C#N | 3 | i | 0
Cc1ccc(C(=O)OCC(=O)Nc2cccc(S(=O)(=O)N3CCOCC3)c2)o1 | 1 | i | -1
CC1CCCCC12NC(=O)N(CC(=O)N1CCN(S(=O)(=O)Cc3ccccc3)CC1)C2=O (configuration not stated) | 0 | i | -2
CCN(CC(=O)Nc1ccc(NC(C)=O)cc1)C(=O)c1ccc(N2CCC(C)CC2)c([N+](=O)[O-])c1 | 4 | i | -2
O=C(NNC(=O)c1ccc2c(=O)n3c(nc2c1)CCC3)c1ccc(Cl)cc1 | -5 | i | 2
O=C(COC(=O)Cn1cnc2ccccc21)Nc1ccc(F)c(F)c1 | 2 | i | 2
CC12CC3CC(C1)CC(C(=O)NNC(=O)c1ccncc1)(C3)C2 | 9 | i | -2
CCn1c(N)c(C(=O)COC(=O)CCc2nc3ccccc3c(=O)[nH]2)c(=O)[nH]c1=O | 0 | i | 8
O=C(CNC(=O)c1nn(Cc2ccccc2)c(=O)c2ccccc12)Nc1ccc(F)c(F)c1F | -1 | i | 0
CC1CN(C(=O)c2ccccc2OCc2ccc(Cl)cc2Cl)CC(C)O1 (configuration not stated) | 4 | i | 1
C[C@H](NC(=O)c1ccccc1)C(=O)OCC(=O)Nc1sccc1C(N)=O | 1 | i | -2
COc1ccc(/C=C/C(=O)OCC(=O)NC2CC2)c(OC)c1 | 1 | i | -1
CCN(CC)C(=O)c1nc[nH]c1C(=O)N(CC)CC | -7 | i | -2
Cc1sc2ncnc(SCC(=O)Nc3cccc(S(N)(=O)=O)c3)c2c1C | -9 | i | -1
O=C(CSc1nc2ccccc2c(=O)n1CCCN1CCOCC1)Nc1ccc(F)c(Cl)c1 | -11 | i | 0
CCOC(=O)C1=C(COC(=O)/C=C/c2cccc(F)c2)NC(=O)NC1C (configuration not stated) | 1 | i | 0
COc1ccc(N2CCN(C(=O)CNC(=O)c3ccc4ccccc4c3)CC2)cc1 | 6 | i | 0
COC(=O)[C@]1(Cc2ccccc2)N[C@H](CN(C)S(=O)(=O)c2ccc(C(F)(F)F)cc2)[C@@H]2C(=O)N(Cc3ccccc3)C(=O)[C@@H]21 | 1 | i | 0
Cc1cc(NC(=O)CN2C(=O)N(C)C3(CCCCC3)C2=O)ccc1Br | 7 | i | 3
CC(CCC(=O)O)(c1ccc(O)cc1)c1ccc(O)cc1 | -10 | i | -4
CN(c1ccccc1)S(=O)(=O)c1cccc(C(=O)NCC(=O)Nc2ccc(F)c(F)c2F)c1 | -3 | i | 1
COc1cccc(/C=C/C(=O)OCC(=O)NC2CCCCCCC2)c1 | 3 | i | -2
COc1cccc(C(=O)OCC(=O)N2CCC(Cc3ccccc3)CC2)c1OC | 0 | i | 0
C=CCN(c1ccccc1)S(=O)(=O)c1cccc(C(=O)N2CCN(c3ncccn3)CC2)c1 | -2 | i | -3
CCCCn1c(N)c(N(CC)C(=O)C2CCCC2)c(=O)[nH]c1=O | 0 | i | -1
CCN(CC(=O)Nc1ccc2c(c1)OCCO2)C(=O)c1cc(Cl)nc2ccccc12 | -3 | i | 1

# Compound profiles (already shown). Values in the order: HDAC3 inh | KCNK3 inh | GSK3A inh
# COc1ccc(/C=C/C(=O)OCC(=O)NC2CC2)c(OC)c1 as listed: 1 | i | -1
# CC(CCC(=O)O)(c1ccc(O)cc1)c1ccc(O)cc1 as listed: -10 | i | -4
# CC1(C)C(=O)Nc2ccccc2N1C(=O)COc1ccccc1C#N as listed: 3 | i | 0
# Cc1cc(NC(=O)CN(C)CC(=O)Nc2ccc(Cl)c(C(F)(F)F)c2)no1 as listed: 11 | i | 5

# New compounds follow:
structure | HDAC3 inh | KCNK3 inh | GSK3A inh
COc1ccc(CC(=O)NNC(=O)c2ccc(Br)s2)cc1OC | -1 | i | -3
CC(=O)c1c(C)[nH]c(C(=O)COC(=O)c2nccnc2N)c1C | -59 | i | -7
Cc1ccc(S(=O)(=O)N2CCCCC2)cc1NC(=O)CNc1ccccc1N1CCCC1=O | 0 | i | -5
Cc1cc(C)cc(NC(=O)CN2C(=O)C3CC=CCC3C2=O)c1 (configuration not stated) | -7 | i | -1
Cc1ccc(S(=O)(=O)N2CCC(C(=O)NCCCN3CCCC3=O)CC2)cc1 | -1 | i | -4
C[C@H]1CN([C@@H](C)CO)C(=O)c2cc(NC(=O)Nc3cccc4ccccc34)ccc2O[C@@H]1CN(C)Cc1ccc(-c2ccccc2)cc1 | 3 | i | -4
CC1CCN(C(=O)COC(=O)c2ccc(Cl)nc2)CC1 | -2 | i | -3
Cc1ccc(-n2c(SCC(=O)NCC3CCCO3)nc3ccccc3c2=O)cc1 (configuration not stated) | -2 | i | -4
Cc1ccc(C)c(NC(=O)CN2C(=O)NC(C)(c3ccc4c(c3)OCCO4)C2=O)c1 (configuration not stated) | -4 | i | -7
Cc1ccc(-c2csc(NS(=O)(=O)c3cccc(F)c3)n2)o1 | 3 | i | -6
COc1ccc(C(=O)Nc2ccc(N3CCCCCC3)cc2)cc1S(=O)(=O)N1CCOCC1 | 6 | i | 1
O=C(NN1C(=O)NC2(CCCCC2)C1=O)c1cc2cc(Cl)ccc2o1 | 3 | i | 3
COc1ccc(COCC(O)CN2CCN(S(=O)(=O)c3ccc(C(C)C)cc3)CC2)cc1 (configuration not stated) | 3 | i | -1
COc1ccc(NC(=O)Cn2c(C)csc2=O)c(OC)c1 | 2 | i | 1
CCN(C[C@H]1N[C@@](Cc2ccccc2)(C(=O)OC)[C@H]2C(=O)N(Cc3ccccc3)C(=O)[C@@H]12)S(=O)(=O)c1ccc(C(C)(C)C)cc1 | -2 | i | 0
Cc1c(C(=O)N2CCCCC2)oc2ccccc12 | 0 | i | -3
